Bioassay records: PubChem BioAssay, several laboratories
Mtb FBA inh – inhibits M. tuberculosis FBA enzyme; purified M. tuberculosis FBA, fluorescence read-out; inhibition, % at 1 µM; P9WQA3; actives 2.3% (n = 360,000); AID 588726; in the data active means inhibition above about 27%;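 further: 0% = vehicle and 100% = reference inhibitor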
Target sequence (P9WQA3 whole entry, looked up): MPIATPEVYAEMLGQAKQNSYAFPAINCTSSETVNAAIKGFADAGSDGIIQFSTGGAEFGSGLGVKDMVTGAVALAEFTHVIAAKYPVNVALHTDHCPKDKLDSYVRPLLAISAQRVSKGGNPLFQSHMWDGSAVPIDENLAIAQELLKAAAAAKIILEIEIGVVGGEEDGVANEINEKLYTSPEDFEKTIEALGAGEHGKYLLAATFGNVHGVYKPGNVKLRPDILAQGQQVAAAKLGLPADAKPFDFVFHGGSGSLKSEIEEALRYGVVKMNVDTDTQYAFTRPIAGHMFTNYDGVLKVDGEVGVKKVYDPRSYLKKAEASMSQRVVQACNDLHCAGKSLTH
GDH-TPI inh – counter-screen for M. tuberculosis FBA inhibitors: GDH-TPI coupled enzymes. GDH-TPI coupled enzyme counterscreen, NADH absorbance. inhibition, % at 4.8 µM. actives 1.2% (n = 360,000). AID 588335; in the data active means inhibition above about 30%;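 further: 0% = DMSO wells and 100% = wells lacking the enzyme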
FadD28 binding – blocks FadD28 binding to the bisubstrate probe; fluorescence polarization; inhibition, % at 12.5 µM; actives 0.22% (n = 360,000); in the data active means inhibition above about 8.5%, passing the limit was not always enough; inconclusive means no clear call, values can overlap the other calls
BoNT-F LC inh – blocks Botulinum neurotoxin F light chain protease. Multiplex microsphere protease cleavage assay, flow cytometry. actives 0.22% (n = 360,000). inhibition, % at 10 µM; in the data active means inhibition above about 35%, passing the limit was not always enough; inconclusive means no clear call, values can overlap the other calls; further: plate controls were buffer without enzyme for full effect and enzyme alone for no effect
Anthrax LF prot – blocks Bacillus anthracis lethal factor protease | multiplex microsphere protease cleavage assay, LF | inhibition, % at 10 µM | actives 0.12% (n = 360,000) | AID 588501; further: plate controls were buffer without enzyme for full effect and enzyme alone for no effect
PfHsp40 rescue – restores yeast growth despite PfHsp40 toxicity. S. cerevisiae expressing PfHsp40, growth rescue, ATP luminescence. growth rescue, % at 12.5 µM. actives 0.68% (n = 340,000). AID 504582; in the data active means growth rescue above about 28%, passing the limit was not always enough; inconclusive means no clear call, values can overlap the other calls;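 further: yeast W303a lacking pdr1 and pdr3 grown in galactose medium; growth measured after three days at 30 °C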
Mtb UGM inh – Mtb UDP-galactopyranose mutase inhibition. purified UGM, fluorescence polarization probe displacement. inhibition, % at 10 µM. actives 0.06% (n = 320,000); in the data active means inhibition above about 10%, passing the limit was not always enough; inconclusive means no clear call, values can overlap the other calls
Target sequence (P9WIQ1 whole entry, looked up): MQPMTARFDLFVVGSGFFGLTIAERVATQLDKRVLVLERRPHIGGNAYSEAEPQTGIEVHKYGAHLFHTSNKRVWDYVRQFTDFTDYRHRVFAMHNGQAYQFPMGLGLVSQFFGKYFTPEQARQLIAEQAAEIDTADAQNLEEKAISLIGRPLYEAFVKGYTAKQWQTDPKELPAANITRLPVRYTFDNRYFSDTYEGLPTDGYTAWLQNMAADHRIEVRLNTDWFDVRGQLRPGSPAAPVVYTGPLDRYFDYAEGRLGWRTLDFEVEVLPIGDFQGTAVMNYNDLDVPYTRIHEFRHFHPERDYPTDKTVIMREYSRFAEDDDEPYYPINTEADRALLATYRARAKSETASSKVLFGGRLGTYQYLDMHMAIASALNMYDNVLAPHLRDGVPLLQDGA
BoNT-A LC inh2 – inhibitors of Botulinum neurotoxin A light chain protease; inhibition, % at 10 µM; actives 0.17% (n = 360,000); AID 588499; multiplex microsphere protease substrate cleavage, flow cytometry; further: plate controls were buffer without enzyme for full effect and enzyme alone for no effect
BioA inh – blocks M. tuberculosis BioA enzyme activity; purified M. tuberculosis BioA enzyme, plate reader; inhibition, % at 9.99 µM; actives 0.096% (n = 360,000); AID 602481; in the data active means inhibition above about 40%; inconclusive means no clear call, values can overlap the other calls
Active calls of the source: *. Unless noted, no stated cut-off is given here; in the data, active means inhibition above about 30%; inconclusive means no clear call, values can overlap the other calls; inactive means below that.

Screening CC(C)C[C@H](N)c1nnc(S(=O)(=O)Cc2ccc(F)cc2)o1 returned Mtb FBA inh 2, GDH-TPI inh -10, FadD28 binding -4.3, BoNT-F LC inh 1, Anthrax LF prot -4, PfHsp40 rescue inconclusive, Mtb UGM inh -1.3, BoNT-A LC inh2 0.1 and BioA inh -0.6.
CC(=O)Nc1ccc(S(=O)(=O)NCCC(=O)N2CCC(Cc3ccccc3)CC2)cc1 was read as Mtb FBA inh 4, GDH-TPI inh 15, FadD28 binding -2.7, BoNT-F LC inh 6, Anthrax LF prot -6, PfHsp40 rescue 1.5, Mtb UGM inh -1.0, BoNT-A LC inh2 -0.4 and BioA inh -0.2.
For CCOC(=O)c1ccc(Nc2cc(C)nc(-c3ccccc3O)n2)cc1 the results were Mtb FBA inh -1, GDH-TPI inh 20, FadD28 binding inconclusive, BoNT-F LC inh -14, Anthrax LF prot 0, PfHsp40 rescue 0.8, Mtb UGM inh -1.2, BoNT-A LC inh2 -2.0 and BioA inh 1.5.
For COc1ccc(Cl)cc1NC(=O)C1CCN(C(=O)C2CC(=O)N(c3ccc(C)cc3)C2)CC1 (configuration not stated) the results were Mtb FBA inh 3, GDH-TPI inh 8, FadD28 binding -2.7, BoNT-F LC inh -10, Anthrax LF prot 0, PfHsp40 rescue 2.4, Mtb UGM inh 0.4, BoNT-A LC inh2 0.3 and BioA inh 1.9.
CC(C)OC(=O)COc1cc(O)c2c(=O)cc(-c3ccccc3)oc2c1 was read as Mtb FBA inh 4, GDH-TPI inh -6, FadD28 binding -2.7, BoNT-F LC inh 1, Anthrax LF prot -4, PfHsp40 rescue -0.7, Mtb UGM inh -1.1 and BoNT-A LC inh2 -0.2.
`CCOc1ccccc1NC(=O)C1CCCN1S(=O)(=O)c1ccccc1C(F)(F)F` (configuration not stated) gave Mtb FBA inh -2, GDH-TPI inh 0, FadD28 binding -2.8, BoNT-F LC inh -1, Anthrax LF prot -9, PfHsp40 rescue 0.9, BoNT-A LC inh2 -2.7 and BioA inh 1.2.
CC1CC(=O)Nc2ccccc2N1S(=O)(=O)c1ccc(F)cc1F (configuration not stated) was read as Mtb FBA inh 1, GDH-TPI inh -2, FadD28 binding -0.3, BoNT-F LC inh 8, Anthrax LF prot 14, PfHsp40 rescue 0.8, Mtb UGM inh 3.0, BoNT-A LC inh2 -4.4 and BioA inh -1.8.
Screening COc1ccc(-n2c(Cc3ccccc3)nnc2SCc2ccc([N+](=O)[O-])cc2)cc1 returned Mtb FBA inh -2, GDH-TPI inh 7, FadD28 binding -4.2, BoNT-F LC inh 2, Anthrax LF prot 1, PfHsp40 rescue 2.0, Mtb UGM inh 0.8 and BoNT-A LC inh2 0.5.
COc1ccc(N(CC(=O)N2CCN(c3ccc(Cl)cc3)CC2)S(=O)(=O)c2c(C)noc2C)cc1 was read as Mtb FBA inh 0, GDH-TPI inh 2, FadD28 binding -3.1, BoNT-F LC inh 4, Anthrax LF prot 0, PfHsp40 rescue 0.6, Mtb UGM inh -1.1, BoNT-A LC inh2 0.7 and BioA inh -1.0.
For CC(=O)O[C@@H](C[C@@H](C)C1=C2C[C@H](O)C3[C@@]4(C)CCC(=O)C(C)(C)C4CC[C@]3(C)[C@@]2(C)CC1)[C@H]1OC1(C)C (some centres not stated) the results were Mtb FBA inh -3, GDH-TPI inh -10, FadD28 binding -2.1, BoNT-F LC inh 2, Anthrax LF prot 2, PfHsp40 rescue -0.3, BoNT-A LC inh2 0.4 and BioA inh 1.5.
For CC(=O)c1cccc(NC(=O)C2CCN(S(=O)(=O)c3c(C)n[nH]c3C)CC2)c1 the results were Mtb FBA inh 6, GDH-TPI inh 4, FadD28 binding 0.2, BoNT-F LC inh -6, Anthrax LF prot -7, PfHsp40 rescue 0.6, Mtb UGM inh 1.0, BoNT-A LC inh2 -0.8 and BioA inh 5.9.
Screening COc1c(F)cc2[nH]c3c(c2c1F)CCNC3=O returned Mtb FBA inh 38*, GDH-TPI inh -1, FadD28 binding -1.9, BoNT-F LC inh 4, Anthrax LF prot -7, PfHsp40 rescue 0.2, Mtb UGM inh 3.9, BoNT-A LC inh2 -0.3 and BioA inh 0.1.
`NNc1nc2sc3c(c2c(=O)n1C1CCCCC1)CCN(Cc1ccccc1)C3` gave Mtb FBA inh 4, GDH-TPI inh -8, FadD28 binding -1.7, BoNT-F LC inh -7, Anthrax LF prot 9, PfHsp40 rescue 0.8, Mtb UGM inh 0.2, BoNT-A LC inh2 5.9 and BioA inh 0.1.
Screening CCC(C)NCCCOc1ccc(Cl)cc1C(C)(C)C (configuration not stated) returned Mtb FBA inh 4, GDH-TPI inh 5, FadD28 binding -2.8, BoNT-F LC inh 9, Anthrax LF prot -1, PfHsp40 rescue 0.3, Mtb UGM inh -2.5, BoNT-A LC inh2 1.0 and BioA inh 4.0.
`COc1ccc(OCCSc2nnc(-c3cccnc3)n2N)cc1` gave Mtb FBA inh 0, GDH-TPI inh 13, FadD28 binding -1.7, BoNT-F LC inh 5, Anthrax LF prot 2, PfHsp40 rescue -0.4, Mtb UGM inh 2.9, BoNT-A LC inh2 0.9 and BioA inh 17.
Screening Cc1ccc(C(c2sc3nc(C)nn3c2O)N2CCN(CCO)CC2)cc1 (configuration not stated) returned Mtb FBA inh -2, GDH-TPI inh 5, FadD28 binding -3.0, BoNT-F LC inh 2, Anthrax LF prot -10, PfHsp40 rescue 0.1, Mtb UGM inh -1.3, BoNT-A LC inh2 0.2 and BioA inh 1.1.
CSc1nsc(SCC(=O)Nc2ccc(OC(C)=O)cc2)n1 was read as Mtb FBA inh 3, GDH-TPI inh -1, FadD28 binding -2.1, BoNT-F LC inh 1, Anthrax LF prot -3, PfHsp40 rescue 1.0, Mtb UGM inh 0.4, BoNT-A LC inh2 -0.1 and BioA inh -0.3.
For COC(=O)CCC(=O)NC(=S)Nc1sc(C)c(C)c1C(N)=O the results were Mtb FBA inh -6, GDH-TPI inh 1, FadD28 binding -2.8, BoNT-F LC inh -13, Anthrax LF prot 1, PfHsp40 rescue -1.4, Mtb UGM inh 0.7 and BoNT-A LC inh2 -1.0.
For CC(=O)N/C(=C\c1ccccc1)C(=O)OCCCOC(=O)/C(=C/c1ccccc1)NC(C)=O the results were Mtb FBA inh 0, GDH-TPI inh -2, FadD28 binding 1.0, BoNT-F LC inh 2, Anthrax LF prot -2, PfHsp40 rescue -1.1, Mtb UGM inh 1.3, BoNT-A LC inh2 0.1 and BioA inh -1.2.
For O=C(O)C1CC=CCC1C(=O)NCc1ccccc1 (configuration not stated) the results were Mtb FBA inh 6, GDH-TPI inh 5, FadD28 binding -0.9, BoNT-F LC inh 1, Anthrax LF prot -2, PfHsp40 rescue -1.1, Mtb UGM inh 0.2, BoNT-A LC inh2 -0.9 and BioA inh -1.5.
Screening CCc1ccccc1NC1c2ccccc2C(=O)N1Cc1ccco1 (configuration not stated) returned Mtb FBA inh -3, GDH-TPI inh 1, FadD28 binding -0.1, BoNT-F LC inh 3, Anthrax LF prot -3, PfHsp40 rescue -0.3, Mtb UGM inh -0.9, BoNT-A LC inh2 -1.4 and BioA inh -0.5.
Cc1ccc(C2(O)CN3CCC2CC3)cc1 (configuration not stated) was read as Mtb FBA inh 3, GDH-TPI inh -3, FadD28 binding -1.3, BoNT-F LC inh -15, Anthrax LF prot -6, PfHsp40 rescue 1.4, Mtb UGM inh 1.7, BoNT-A LC inh2 -1.4 and BioA inh -0.1.
`O=c1[nH]c(O)c(C=Nc2ccc(F)c(Cl)c2)c(=O)[nH]1` gave Mtb FBA inh -1, GDH-TPI inh 20, FadD28 binding -3.0, BoNT-F LC inh -18, Anthrax LF prot -6, PfHsp40 rescue -0.3, Mtb UGM inh -0.2, BoNT-A LC inh2 -0.9 and BioA inh -0.1.
Cc1ccccc1-c1noc(-c2ccccc2C(=O)N2CCCC2)n1 was read as Mtb FBA inh 2, GDH-TPI inh -1, FadD28 binding -3.2, BoNT-F LC inh -7, Anthrax LF prot -3, PfHsp40 rescue -2.0, Mtb UGM inh 0.3, BoNT-A LC inh2 -0.4 and BioA inh 7.8.
Screening CC1CN(c2ccc(S(=O)(=O)N3CCCC3)cn2)CC(C)O1 (configuration not stated) returned Mtb FBA inh 6, GDH-TPI inh 6, FadD28 binding -0.8, BoNT-F LC inh 2, Anthrax LF prot 0, PfHsp40 rescue -2.7, Mtb UGM inh 0.3, BoNT-A LC inh2 0.0 and BioA inh -0.8.
`CCc1cc(C(=O)N/N=C/c2ccc(O)cc2O)c2ccccc2n1` gave Mtb FBA inh -1, GDH-TPI inh 21, FadD28 binding -3.0, BoNT-F LC inh 2, Anthrax LF prot 0, PfHsp40 rescue 0.9, Mtb UGM inh -3.0, BoNT-A LC inh2 1.7 and BioA inh 1.0.
CCCCOP(=O)(OCCCC)C(O)c1ccc(F)cc1 (configuration not stated) was read as Mtb FBA inh 1, GDH-TPI inh 2, FadD28 binding -3.2, BoNT-F LC inh 2, Anthrax LF prot -9, PfHsp40 rescue 0.1, Mtb UGM inh -0.5 and BoNT-A LC inh2 0.0.
`O=C(Nc1ccccc1N1CCCC1)c1ccc(Cl)cc1Cl` gave Mtb FBA inh -1, GDH-TPI inh 2, FadD28 binding -1.3, BoNT-F LC inh -7, Anthrax LF prot -4, PfHsp40 rescue 0.3, Mtb UGM inh 0.7 and BoNT-A LC inh2 -1.8.
Screening O=C(COc1ccccc1)NCC(=O)N/N=C/c1cccs1 returned Mtb FBA inh -3, GDH-TPI inh 14, FadD28 binding -1.3, BoNT-F LC inh 5, Anthrax LF prot -7, PfHsp40 rescue -1.8, Mtb UGM inh -1.6, BoNT-A LC inh2 -0.5 and BioA inh -1.6.
O=C(O)CCNC(=S)Nc1cccc(F)c1 was read as Mtb FBA inh -1, GDH-TPI inh 4, FadD28 binding -3.5, BoNT-F LC inh 1, Anthrax LF prot 1, PfHsp40 rescue 0.2, Mtb UGM inh 0.2 and BoNT-A LC inh2 0.1.
COc1ccc(-c2csc(Cc3nnc(N4CCOCC4)n3-c3ccccc3)n2)cc1 was read as Mtb FBA inh 1, GDH-TPI inh -3, FadD28 binding -2.6, BoNT-F LC inh 2, Anthrax LF prot -3, PfHsp40 rescue 0.3, Mtb UGM inh -1.9, BoNT-A LC inh2 1.2 and BioA inh 9.4.
Screening CC1CCc2c(sc(N)c2C(N)=O)C1 (configuration not stated) returned Mtb FBA inh 6, GDH-TPI inh 11, FadD28 binding -2.1, BoNT-F LC inh -4, Anthrax LF prot 1, PfHsp40 rescue -0.6, Mtb UGM inh 0.1, BoNT-A LC inh2 -3.4 and BioA inh -1.0.
`COc1cccc(/C=N/n2nnc3c(cnn3-c3ccccc3)c2=O)c1` gave Mtb FBA inh 2, GDH-TPI inh -8, FadD28 binding -3.0, BoNT-F LC inh -3, Anthrax LF prot -2, PfHsp40 rescue 3.9, Mtb UGM inh 0.8, BoNT-A LC inh2 -0.4 and BioA inh -0.7.
Screening COc1ccc([C@H]2/C=C\CN(S(C)(=O)=O)[C@@H](C)C(=O)N2Cc2ccc(F)cc2)cc1 returned Mtb FBA inh -2, GDH-TPI inh 2, FadD28 binding -1.3, BoNT-F LC inh -6, Anthrax LF prot -6, PfHsp40 rescue -0.5, Mtb UGM inh 0.1, BoNT-A LC inh2 -0.7 and BioA inh -7.4.

Of the compounds above, these contain an NH in an aromatic ring.
For CC(=O)c1cccc(NC(=O)C2CCN(S(=O)(=O)c3c(C)n[nH]c3C)CC2)c1 the results were Mtb FBA inh 6, GDH-TPI inh 4, FadD28 binding 0.2, BoNT-F LC inh -6, Anthrax LF prot -7, PfHsp40 rescue 0.6, Mtb UGM inh 1.0, BoNT-A LC inh2 -0.8 and BioA inh 5.9.
Screening COc1c(F)cc2[nH]c3c(c2c1F)CCNC3=O returned Mtb FBA inh 38*, GDH-TPI inh -1, FadD28 binding -1.9, BoNT-F LC inh 4, Anthrax LF prot -7, PfHsp40 rescue 0.2, Mtb UGM inh 3.9, BoNT-A LC inh2 -0.3 and BioA inh 0.1.
`O=c1[nH]c(O)c(C=Nc2ccc(F)c(Cl)c2)c(=O)[nH]1` gave Mtb FBA inh -1, GDH-TPI inh 20, FadD28 binding -3.0, BoNT-F LC inh -18, Anthrax LF prot -6, PfHsp40 rescue -0.3, Mtb UGM inh -0.2, BoNT-A LC inh2 -0.9 and BioA inh -0.1.
